From PubChem
APP 5UTR inh = APP translation inhibition | SH-SY5Y APP 5'UTR-luciferase reporter, luminescence | inhibition, % at 2 µM | actives 0.82% (n = 190,000);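 active = inhibition above a set limit, derived from the sample mean plus 3 SD, cut at about 45% in these data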; note: values of inactives mirror those of a sister screen read the other way
STAT1 blocker = STAT1 signaling inhibition. NIH 3T3 STAT1-luciferase reporter, IFN-gamma, luminescence. inhibition, % at 5.5 µM. actives 0.35% (n = 200,000);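 active = inhibition above a set limit, the mean inhibition across all tested compounds plus 3 SD, cut at about 34% in these data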;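 note: 0% = IFN-gamma with DMSO and 100% = IFN-gamma with 300 µM nifuroxazide; values of inactives mirror those of a sister screen read the other way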
APP 5'UTR act = APP 5'UTR luciferase reporter activation; SH-SY5Y APP 5'UTR luciferase reporter, luminescence; zero percent = DMSO vehicle wells; activation, % at 2 µM; actives 1% (n = 190,000);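 active = activation above a set limit, based on mean plus 3 SD of controls, cut at about 140% in these data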; note: values of inactives mirror those of a sister screen read the other way
RAM network inh = blocks the yeast RAM network; actives 1.8% (n = 190,000); S. cerevisiae dse1pr::URA3 reporter, 5-FOA growth OD615, 2 d; analog-sensitive cbk1-as2 kinase mutant strain; inhibition, % at 50 µM; AID 868;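 active = inhibition above a set limit, 3 SD over mean compound inhibition, cut at about 8.4% in these data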;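 note: 0% = DMSO-only wells with no growth and 100% = 10 µM 1-NA-PP1 full growth; inhibition rescues growth on 5-FOA so higher OD means more RAM inhibition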
Hsp70 act = switches on Hsp70 transcription. actives 0.04% (n = 200,000). HeLa Hsp70 promoter luciferase reporter, luminescence; scaled: vehicle 0, proteasome-inhibitor control 100%. AID 1203. activation, % at 10 µM;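 active = activation above the mean across all tested compounds plus 3 SD, cutoff set per campaign, cut at about 5.5% in these data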;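 note: 100% = MG132 at 30 µM as the positive control and 0% = DMSO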
NF-kB expr up = NF-kB expression increase, human neuronal cells; NF-kB reporter expression; hits give high values; fold change at 12.5 µM; actives 1.6% (n = 190,000); AID 1239; in the data active = fold change above about 3.3
STAT3 activator = activators of IL-6 induced STAT3 signaling; AID 871; U3A cells, IL-6 STAT3-luciferase reporter, luminescence; 100% = signal with IL-6 EC80 alone; activation (% of control), % at 5.6 µM; actives 0.91% (n = 190,000);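 active = activation above the screen-wide mean of compound activation plus 3 SD, cut at about 130% in these data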;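 note: 0% = background luminescence of wells with medium and substrate only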
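Assay system – human STAT1-deficient U3A cells with stable STAT3-luciferase reporter · Also added – IL-6 (33 ng/mL) · Schedule – compound 1 h, then IL-6 6 h at 37 °C · Technique – reporter luminescence signal · Evaluation – % activation versus median of IL-6-stimulated wells · Benchmarks – IL-6-only wells as 100% reference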
STAT1 act = increases IFN-gamma driven STAT1 reporter signal | NIH 3T3 STAT1-luciferase reporter, luminescence; 100% = IFN-gamma alone, no compound | activation (% of control), % at 5.5 µM | actives 2.6% (n = 200,000) | AID 932;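 active = activation above the screen-wide mean activation plus 3 SD, cut at about 130% in these data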;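 note: raw ratio to IFN-gamma control signal so 100% means no change and 0% no light; values of inactives mirror those of a sister screen read the other way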
STAT3 inh = reduces IL-6 driven STAT3 reporter signal. U3A cells, IL-6 STAT3-luciferase reporter, luminescence; host cell line lacks STAT1. inhibition, % at 5.5 µM. actives 0.89% (n = 190,000). AID 862;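 active = inhibition above the mean inhibition across all screened compounds plus 3 SD, cut at about 44% in these data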;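 note: 0% = DMSO only wells and 100% = 100 µM nifuroxazide control wells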
FLuc inhib CS = counter-screen for luciferase assay inhibitors: firefly luciferase inhibition; ATPLite firefly luciferase biochemical luminescence, 10 min; inhibition, % at 10 µM; actives 1.5% (n = 200,000); AID 1006;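 active = inhibition above about 50% when tested at 10 µM, limit read from the data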
Target sequence (P08659 whole entry, looked up): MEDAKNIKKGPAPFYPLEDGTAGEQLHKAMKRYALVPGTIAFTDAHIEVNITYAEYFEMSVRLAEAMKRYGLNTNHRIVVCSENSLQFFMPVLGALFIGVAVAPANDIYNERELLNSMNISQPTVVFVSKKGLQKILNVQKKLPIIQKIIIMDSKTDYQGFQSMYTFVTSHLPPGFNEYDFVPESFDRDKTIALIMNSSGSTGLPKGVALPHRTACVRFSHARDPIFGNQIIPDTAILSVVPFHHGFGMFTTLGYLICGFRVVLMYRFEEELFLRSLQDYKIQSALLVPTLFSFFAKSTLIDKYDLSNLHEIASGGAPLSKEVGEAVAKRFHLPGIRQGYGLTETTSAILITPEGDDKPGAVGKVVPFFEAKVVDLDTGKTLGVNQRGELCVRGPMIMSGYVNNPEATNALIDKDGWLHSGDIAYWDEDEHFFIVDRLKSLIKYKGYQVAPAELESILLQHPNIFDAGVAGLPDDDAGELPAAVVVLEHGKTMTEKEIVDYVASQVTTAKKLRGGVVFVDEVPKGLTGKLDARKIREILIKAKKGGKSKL
Active calls of the source: *.

How did COc1ccc(S(=O)(=O)N2N=C(C)Oc3ccccc3C2=O)cc1 do in these assays?
APP 5UTR inh: 85*; STAT1 blocker: 5; APP 5'UTR act: -85; RAM network inh: -0.3; Hsp70 act: -0.4; NF-kB expr up: 1.1; STAT3 activator: 89; STAT1 act: 96; STAT3 inh: 18; FLuc inhib CS: -7

What do the screens show for `O=C(Cn1nnc(-c2cccs2)n1)N1c2ccccc2Sc2ccc(C(F)(F)F)cc21`?
APP 5UTR inh: -9; STAT1 blocker: 1; APP 5'UTR act: 9; RAM network inh: 2.6; Hsp70 act: -0.2; NF-kB expr up: 0.9; STAT3 activator: 106; STAT1 act: 99; STAT3 inh: -4

What do the screens show for `Cc1ccc(C(=O)Nc2ccc(Cl)cc2C)c(Cl)c1`?
APP 5UTR inh: -122; STAT1 blocker: -29; APP 5'UTR act: 122; RAM network inh: 2.5; Hsp70 act: 0.2; NF-kB expr up: 3.2; STAT3 activator: 73; STAT1 act: 127; STAT3 inh: 37; FLuc inhib CS: 76*

What do the screens show for `Cc1cnn(-c2ccc3nnc(-c4ccc(Cl)cc4)n3n2)c1`?
APP 5UTR inh: 0; STAT1 blocker: -1; APP 5'UTR act: 0; RAM network inh: 0.7; Hsp70 act: -0.1; NF-kB expr up: 1.1; STAT3 activator: 96; STAT1 act: 100; STAT3 inh: 6; FLuc inhib CS: -7

How did C[C@H]1COC2=C1C(=O)C(=O)c1c2ccc2c1CCCC2(C)C do in these assays?
APP 5UTR inh: 2; STAT1 blocker: -33; APP 5'UTR act: -2; RAM network inh: -0.8; Hsp70 act: 0.1; NF-kB expr up: 1.4; STAT1 act: 129*; FLuc inhib CS: 11

Results for O=C(Nc1ccc(N2CCCC2=O)cc1)c1cccc(F)c1 ?
APP 5UTR inh: -57; STAT1 blocker: -41; APP 5'UTR act: 57; RAM network inh: 1.1; Hsp70 act: 0.3; NF-kB expr up: 5.4*; STAT3 activator: 74; STAT1 act: 138*; STAT3 inh: 33; FLuc inhib CS: 44

Results for COc1ccc(C2Nc3ccccc3C(=O)N2NC(=O)c2ccccc2)cc1OC (stereo not drawn) ?
APP 5UTR inh: -4; STAT1 blocker: -14; APP 5'UTR act: 4; RAM network inh: 3.3; Hsp70 act: -0.1; NF-kB expr up: 1.1; STAT3 activator: 101; STAT1 act: 111; STAT3 inh: 9; FLuc inhib CS: -4

Results for Cc1ccc(NC(=O)C2CC2C)c(Cl)c1 (stereo not drawn) ?
APP 5UTR inh: -22; STAT1 blocker: -10; APP 5'UTR act: 22; RAM network inh: -1.0; Hsp70 act: 0.0; NF-kB expr up: 0.97; STAT3 activator: 97; STAT1 act: 108; STAT3 inh: 6; FLuc inhib CS: -3

How did Cc1ccc(-n2nnc3c(=O)n(Cc4cccc(C)c4)cnc32)cc1 do in these assays?
APP 5UTR inh: -6; STAT1 blocker: -1; APP 5'UTR act: 6; RAM network inh: 4.7; Hsp70 act: -0.3; NF-kB expr up: 1.1; STAT3 activator: 99; STAT1 act: 101; STAT3 inh: 6; FLuc inhib CS: -6

How did COc1ccccc1/C=C/CN1CCC(CO)(Cc2ccccc2)CC1 do in these assays?
APP 5UTR inh: -1; STAT1 blocker: -4; APP 5'UTR act: 1; RAM network inh: 0.0; Hsp70 act: -0.2; NF-kB expr up: 0.91; STAT3 activator: 111; STAT1 act: 104; STAT3 inh: -6; FLuc inhib CS: 1

How did Cc1ccc(CN(C(=O)C(F)(F)F)C(C(=O)NC2CCCCC2)c2ccco2)cc1 (stereo not drawn) do in these assays?
APP 5UTR inh: -3; STAT1 blocker: 7; APP 5'UTR act: 3; RAM network inh: 1.6; Hsp70 act: -0.5; NF-kB expr up: 0.87; STAT3 activator: 107; STAT1 act: 96; STAT3 inh: -4; FLuc inhib CS: -8

Results for O=C(O)C1C2C=CC3(CN(C4CCCC4)C(=O)C13)O2 (stereo not drawn) ?
APP 5UTR inh: 9; STAT1 blocker: 1; APP 5'UTR act: -9; RAM network inh: 1.4; Hsp70 act: 0.0; NF-kB expr up: 1.6; STAT3 activator: 107; STAT1 act: 99; STAT3 inh: -3; FLuc inhib CS: 5

Results for COc1ccc(N2CCN(C(=O)/C=C/c3ccco3)CC2)cc1 ?
APP 5UTR inh: -3; STAT1 blocker: -8; APP 5'UTR act: 3; RAM network inh: 0.5; Hsp70 act: -0.2; NF-kB expr up: 1.1; STAT3 activator: 100; STAT1 act: 107; STAT3 inh: 2; FLuc inhib CS: -5

Results for COC(=O)CCC(=O)NNC(=O)Cc1ccccc1 ?
APP 5UTR inh: -11; STAT1 blocker: 0; APP 5'UTR act: 11; RAM network inh: 2.1; Hsp70 act: -0.4; NF-kB expr up: 1.3; STAT3 activator: 102; STAT1 act: 99; STAT3 inh: 0; FLuc inhib CS: -8

Results for S=c1[nH]nc(COc2ccccc2)n1C1CCCCC1 ?
APP 5UTR inh: -8; STAT1 blocker: -1; APP 5'UTR act: 8; RAM network inh: 2.6; Hsp70 act: -0.4; NF-kB expr up: 1.4; STAT3 activator: 91; STAT1 act: 101; STAT3 inh: 14; FLuc inhib CS: -8

How did Cn1c2ccccc2n2c(=O)c(Cl)c(-c3ccccc3)c(C#N)c12 do in these assays?
APP 5UTR inh: -17; STAT1 blocker: 13; APP 5'UTR act: 17; RAM network inh: 5.5; Hsp70 act: -0.1; NF-kB expr up: 1.2; STAT3 activator: 94; STAT1 act: 89; STAT3 inh: 8; FLuc inhib CS: -1

How did COc1ccc(S(=O)(=O)Nc2ccc3c(c2)CCC3)cc1 do in these assays?
APP 5UTR inh: -3; STAT1 blocker: 14; APP 5'UTR act: 3; RAM network inh: 0.2; Hsp70 act: -0.1; NF-kB expr up: 0.76; STAT3 activator: 100; STAT1 act: 86; STAT3 inh: 4; FLuc inhib CS: -2

Results for C/C(CC(=O)N(C(C)C)C(C)C)=N\NC(=O)c1ccccc1Br ?
APP 5UTR inh: -7; STAT1 blocker: -2; APP 5'UTR act: 7; RAM network inh: 2.2; Hsp70 act: -0.2; NF-kB expr up: 1; STAT3 activator: 101; STAT1 act: 102; STAT3 inh: -1; FLuc inhib CS: -6

How did CC(C(=O)NC(C)(C)C)N1C(=O)c2cccc3cccc(c23)C1=O (stereo not drawn) do in these assays?
APP 5UTR inh: -12; STAT1 blocker: 7; APP 5'UTR act: 12; RAM network inh: 0.7; Hsp70 act: -0.3; NF-kB expr up: 1.1; STAT3 activator: 83; STAT1 act: 93; STAT3 inh: 28; FLuc inhib CS: -4

Results for Cn1c(=O)cc(SCC(=O)NCCCN2CCN(c3ccc(F)cc3)CC2)c2ccccc21 ?
APP 5UTR inh: 1; STAT1 blocker: 6; APP 5'UTR act: -1; RAM network inh: 0.9; Hsp70 act: -0.4; NF-kB expr up: 1.1; STAT3 activator: 87; STAT1 act: 94; STAT3 inh: 19; FLuc inhib CS: -3

What do the screens show for `Cc1ccc(C(=O)N/N=C\c2sccc2C)cn1`?
APP 5UTR inh: -35; STAT1 blocker: -11; APP 5'UTR act: 35; RAM network inh: 0.5; Hsp70 act: 0.0; NF-kB expr up: 1.7; STAT3 activator: 84; STAT1 act: 111; STAT3 inh: 21; FLuc inhib CS: 47

What do the screens show for `CCOC(=O)c1c(-c2ccc(C)o2)csc1NC(=O)CN1CCOCC1`?
APP 5UTR inh: 7; STAT1 blocker: -2; APP 5'UTR act: -7; RAM network inh: 0.0; Hsp70 act: -0.3; NF-kB expr up: 0.93; STAT3 activator: 111; STAT1 act: 104; STAT3 inh: -12; FLuc inhib CS: -6

How did O=C(NNC(=S)Nc1ccccc1)NNC(=S)Nc1ccccc1 do in these assays?
APP 5UTR inh: -22; STAT1 blocker: -15; APP 5'UTR act: 22; RAM network inh: 4.5; Hsp70 act: 0.3; NF-kB expr up: 1.1; STAT3 activator: 104; STAT1 act: 112; STAT3 inh: 6; FLuc inhib CS: -5

Results for COc1ccc(S(=O)(=O)Nc2c(C(=O)O)[nH]c3ccccc23)c(OC)c1 ?
APP 5UTR inh: 2; STAT1 blocker: 3; APP 5'UTR act: -2; RAM network inh: 0.3; Hsp70 act: -0.3; NF-kB expr up: 0.95; STAT3 activator: 166*; STAT1 act: 97; STAT3 inh: -73; FLuc inhib CS: -8

What do the screens show for `CCCc1c(O)nc(SCC(=O)O)[nH]c1=O`?
APP 5UTR inh: 10; STAT1 blocker: 2; APP 5'UTR act: -10; RAM network inh: 2.8; Hsp70 act: -0.3; NF-kB expr up: 1.2; STAT3 activator: 110; STAT1 act: 97; STAT3 inh: -6; FLuc inhib CS: 0

How did N#CCCN/N=C(/Cc1nc2ccccc2[nH]1)c1ccc(Cl)cc1 do in these assays?
APP 5UTR inh: -39; STAT1 blocker: -10; APP 5'UTR act: 39; RAM network inh: -0.6; Hsp70 act: -0.2; NF-kB expr up: 0.73; STAT3 activator: 116; STAT1 act: 109; STAT3 inh: -19; FLuc inhib CS: 9

Results for CCOc1ccc(-n2c(=O)[nH]cc(C(=O)N3CCc4ccccc43)c2=O)cc1 ?
APP 5UTR inh: -5; STAT1 blocker: -1; APP 5'UTR act: 5; RAM network inh: 2.5; Hsp70 act: 0.1; NF-kB expr up: 0.99; STAT3 activator: 108; STAT1 act: 101; STAT3 inh: -4; FLuc inhib CS: 1

Results for N#Cc1cnc(N)c(Br)c1 ?
APP 5UTR inh: 7; STAT1 blocker: -3; APP 5'UTR act: -7; RAM network inh: 1.4; Hsp70 act: -0.2; NF-kB expr up: 1.1; STAT3 activator: 112; STAT1 act: 101; STAT3 inh: -12; FLuc inhib CS: -4

How did COc1ccc(N2C(=O)/C(=C/c3ccc([N+](=O)[O-])cc3)C=C2c2ccccc2)cc1 do in these assays?
APP 5UTR inh: -1; STAT1 blocker: -1; APP 5'UTR act: 1; RAM network inh: 7.4; Hsp70 act: 0.1; NF-kB expr up: 1; STAT3 activator: 105; STAT1 act: 101; STAT3 inh: -1; FLuc inhib CS: -6

How did CCC(=O)c1c(NC)cc(C)oc1=O do in these assays?
APP 5UTR inh: 4; STAT1 blocker: 1; APP 5'UTR act: -4; RAM network inh: -0.9; Hsp70 act: 0.1; NF-kB expr up: 1.1; STAT3 activator: 100; STAT1 act: 96; STAT3 inh: 5; FLuc inhib CS: -3

Results for CCNc1nc(=S)nc(NCc2ccccc2)[nH]1 ?
APP 5UTR inh: -3; STAT1 blocker: -4; APP 5'UTR act: 3; RAM network inh: 1.7; Hsp70 act: -0.3; NF-kB expr up: 1.1; STAT3 activator: 93; STAT1 act: 106; STAT3 inh: 13; FLuc inhib CS: -9

What do the screens show for `Cc1cc(NC(=O)CN2C(=O)CC(c3ccco3)Sc3ccccc32)no1` (stereo not drawn)?
APP 5UTR inh: 7; STAT1 blocker: -1; APP 5'UTR act: -7; RAM network inh: 0.0; Hsp70 act: -0.4; NF-kB expr up: 1; STAT3 activator: 102; STAT1 act: 101; STAT3 inh: -2; FLuc inhib CS: 1

Reprinted from above, 2 compounds:
Results for CCNc1nc(=S)nc(NCc2ccccc2)[nH]1 ?
APP 5UTR inh: -3; STAT1 blocker: -4; APP 5'UTR act: 3; RAM network inh: 1.7; Hsp70 act: -0.3; NF-kB expr up: 1.1; STAT3 activator: 93; STAT1 act: 106; STAT3 inh: 13; FLuc inhib CS: -9

What do the screens show for `Cc1cc(NC(=O)CN2C(=O)CC(c3ccco3)Sc3ccccc32)no1` (stereo not drawn)?
APP 5UTR inh: 7; STAT1 blocker: -1; APP 5'UTR act: -7; RAM network inh: 0.0; Hsp70 act: -0.4; NF-kB expr up: 1; STAT3 activator: 102; STAT1 act: 101; STAT3 inh: -2; FLuc inhib CS: 1
